Compound activity as filed in PubChem BioAssay.
APJ ag – APJ receptor agonism | P35414 | CHO-K1 APJ PathHunter beta-arrestin, luminescence; 0% DMSO wells, 100% apelin | activation, % at 20 µM | 330,000 compounds, 0.11% hits;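 active = activation more than six SD over the plate average, tested at 20 µM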;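 note: 0% = DMSO alone and 100% = apelin-13 at 10 nM; some results filed as inactive read as strong as hits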
Target sequence (P35414 whole entry, looked up): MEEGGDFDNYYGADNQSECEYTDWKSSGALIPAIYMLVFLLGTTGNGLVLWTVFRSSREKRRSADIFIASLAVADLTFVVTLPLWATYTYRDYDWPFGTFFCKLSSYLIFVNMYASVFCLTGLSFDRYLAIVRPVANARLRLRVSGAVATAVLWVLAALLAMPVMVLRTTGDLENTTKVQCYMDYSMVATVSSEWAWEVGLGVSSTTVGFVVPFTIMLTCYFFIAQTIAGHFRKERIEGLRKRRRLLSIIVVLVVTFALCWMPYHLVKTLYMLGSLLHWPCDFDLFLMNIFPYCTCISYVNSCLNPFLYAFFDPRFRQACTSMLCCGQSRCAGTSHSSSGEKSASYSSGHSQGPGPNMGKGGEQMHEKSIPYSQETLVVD
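Incubation: overnight seeding, 90 min compound at 25 °C, 1 h detection; test system: PathHunter CHO-K1 APJ (AGTRL-1) beta-arrestin reporter cells; amount: 1000 cells/well; doses: one dose, 20 µM compound, 1% DMSO; measured by: beta-gal luminescence; measure: agonist-driven arrestin binding to APJ; benchmarks: negative DMSO alone, positive Apelin-13 at 10 nM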
CHOP UPR activ – activators of apoptotic arm of unfolded protein response (CHOP) | activation, % at 10 µM | CHO-CHOP luciferase reporter, UPR activation, luminescence; percent of tunicamycin response over DMSO baseline | AID 449763 | 330,000 compounds, 0.34% hits;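 active = at 10 µM dose, activation of 40% or more, normalized to positive control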;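 note: 100% = tunicamycin at 10 µg/mL and 0% = DMSO alone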
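System: CHO-CHOP luciferase reporter cell line | Buffer or medium: F12 medium containing 10% fetal bovine serum | Doses: One dose, 10 µM in 0.5% DMSO | Times: 6 h compound exposure at 37 °C after overnight seeding | Signal: Luciferase luminescence | Read-out: % activation vs tunicamycin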
Mdm2-MdmX inh – inhibitors of human Mdm2/MdmX interaction | O15151+Q00987 | SaOS-2 split-luciferase Mdm2/MdmX complementation, luminescence | inhibition, % at 8 µM | 330,000 compounds, 3% hits | AID 485346;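 active = inhibition of at least 50% at 8 µM in the primary screen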
CXCR6 inh – CXCR6 (human) receptor inhibition | 360,000 compounds, 0.36% hits | AID 602244 | inhibition, % at 20 µM | CHO-K1 PathHunter CXCR6 beta-arrestin, luminescence; in the data active = inhibition above about 34%, passing the limit was not always enough;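 note: antagonist mode with CXCL16 agonist at 10 nM final; 0% = 10 nM CXCL16 with DMSO and 100% = unstimulated wells without agonist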
tim23-1 inh – inhibits growth of tim23-1 mutant yeast; S. cerevisiae tim23-1 growth, BacTiter-Glo luminescence, 24 h; inhibition, % at 20 µM; 330,000 compounds, 1.3% hits;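 active = growth inhibition of the mutant yeast at or above 50%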;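 note: temperature-sensitive mutant grown at 25 °C; plate controls were DMSO-treated mutant yeast for no effect and medium wells lacking yeast for full effect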
APJ antag – blocks the human apelin receptor APJ; inhibition, % at 20 µM; 330,000 compounds, 0.32% hits; CHO-K1 APJ beta-arrestin complementation, luminescence; P35414;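 active = inhibition above about 40% at 20 µM, limit read from the data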;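 note: cells challenged with 10 nM apelin-13 agonist together with compound; plate controls were apelin-13 plus DMSO wells for no effect and DMSO wells lacking apelin-13 for full effect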
CCR6 antag – blocks CCL20-driven beta-arrestin recruitment at human CCR6. CHO-K1 CCR6 PathHunter beta-arrestin, luminescence, CCL20-stimulated. inhibition, % at 20 µM. 340,000 compounds, 0.49% hits. AID 493098;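 active = compounds whose inhibition of the agonist-driven luminescence signal at 20 µM reaches about 50%, limit read from the data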;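 note: cells stimulated with CCL20 at 14 nM final; plate controls were DMSO with CCL20 for no effect and DMSO without agonist for full effect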
Target sequence (P51684 whole entry, looked up): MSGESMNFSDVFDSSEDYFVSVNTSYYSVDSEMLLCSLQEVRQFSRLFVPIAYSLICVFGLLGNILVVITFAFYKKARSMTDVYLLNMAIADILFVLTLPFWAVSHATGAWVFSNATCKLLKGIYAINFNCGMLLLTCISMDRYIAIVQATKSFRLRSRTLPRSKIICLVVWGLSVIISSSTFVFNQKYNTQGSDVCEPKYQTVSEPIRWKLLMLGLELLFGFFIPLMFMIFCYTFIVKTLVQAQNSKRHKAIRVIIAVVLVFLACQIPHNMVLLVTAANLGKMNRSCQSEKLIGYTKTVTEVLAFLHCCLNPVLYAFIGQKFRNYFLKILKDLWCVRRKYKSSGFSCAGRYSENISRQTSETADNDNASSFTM
EBI2 antag – EBI2 (human) antagonism. P32249. EBI2 beta-arrestin recruitment, luminescence, 7a,25-OHC stimulated. inhibition, % at 5 µM. 360,000 compounds, 0.81% hits; in the data active = inhibition above about 38%;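 note: enzyme fragment complementation signal reports receptor beta-arrestin coupling in cells; 0% = agonist plus DMSO wells and 100% = wells without agonist; some results beyond the cut were filed as inactive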
XBP1 UPR activ – adaptive UPR (XBP1) activation; CHO-XBP1 luciferase reporter, IRE1-XBP1 UPR activation, luminescence; percent of tunicamycin response, DMSO as zero; 330,000 compounds, 0.33% hits; activation, % at 20 µM;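 active = versus positive control, 20 µM dose yields 30% or more activation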;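 note: 100% = tunicamycin at 10 µg/mL and 0% = DMSO only wells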
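Material: CHO-XBP1 cells stably carrying IRE1-XBP1-driven luciferase reporter / Amount: 1000 cells per well / Compound: 20 µM, 1% DMSO / Times: 6 h treatment, 37 °C / Detection: luciferase luminescence / Measure: % activation of reporter signal versus tunicamycin and DMSO controls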
Starred values were filed as active, the others as inactive; . = not tested or not shown. An excerpt; the hit share may differ from the screen's.

entry	Molecule	APJ ag	CHOP UPR activ	Mdm2-MdmX inh	CXCR6 inh	tim23-1 inh
1	O=C(Nc1ccc2c(c1)CN(Cc1ccc(CO)o1)CC2)c1ccc(C(F)(F)F)cc1	-4	3.0	26	-9	16
2	COc1ccccc1C(=O)NC(=O)COC(=O)CNC(=O)c1ccccc1F	-3	0.3	-8	7	4
3	Cc1sc2ncnc(N[C@@H](Cc3ccccc3)C(=O)O)c2c1C	-3	0.3	10	-5	8
4	CC(C)OCC(O)CS(=O)Cc1ccccc1 (stereo not given)	-1	-0.5	-20	-8	11
5	O=C(c1ccc(N2CCOCC2)cc1[N+](=O)[O-])N1CCOCC1	-1	1.5	-1	3	3
6	Cc1oc(-c2cc(F)ccc2F)nc1CN1CCN(c2ncnc3ccccc23)CC1	0	-1.0	25	1	29
7	Cc1cc(C)cc(N(C(=O)c2sc(C)nc2C)C(C(=O)NC(C)(C)C)c2ccncc2)c1 (stereo not given)	-3	-1.5	4	-4	21
8	Cc1nc2c3ccccc3nc(NNC(=O)CCC(=O)NC3CCCC3)n2n1	-2	1.3	-4	-2	2
9	O=C(NCc1ccco1)c1cc2cc(Br)ccc2o1	-5	6.8	-8	-4	44
10	CC(C)CNS(=O)(=O)c1ccc(OCC(=O)Nc2ccc(F)cc2F)cc1	-1	2.0	-11	-8	-8
11	O=C(CSc1ccc(Cl)cc1)N1CCN(c2ccc([N+](=O)[O-])cc2Cl)CC1	-6	2.2	32	-7	-51
12	COC(=O)C1=C(C(=O)OC)[C@@H]2N(C)c3ccc(OC)cc3[C@@]23C[C@@H](C(=O)OC)N(C(=O)c2ccc(Br)cc2)C3=N1	-4	14	69*	6	21
13	Cc1ccc(CN(C)C(=O)CN2C(=O)NC3(CCCC3)C2=O)o1	-2	-0.3	0	1	3
14	Cc1cc(CNC(=O)c2cc(COc3c(F)cccc3F)on2)nn1C	1	0.2	0	-4	5
15	CN(C)CCCN=Cc1c(O)n(Cc2ccc3c(c2)OCO3)c(=O)c2ccccc12	-4	2.4	25	.	-18

entry	APJ antag	CCR6 antag	EBI2 antag	XBP1 UPR activ
1	-12	3	0	0
2	3	-13	-15	1
3	1	0	-16	5
4	0	-3	-8	-4
5	2	-16	6	-1
6	10	-8	-4	-3
7	-10	-14	1	-2
8	7	-6	-1	0
9	2	7	4	-2
10	-28	9	-18	2
11	7	13	84*	-2
12	14	-16	2	11
13	2	-2	3	1
14	6	14	-12	0
15	4	.	.	-1

New compounds follow:
entry	Molecule	APJ ag	CHOP UPR activ	Mdm2-MdmX inh	CXCR6 inh	tim23-1 inh
16	Brc1ccc(-c2ncc(-c3ccccc3)cn2)cc1	-4	1.8	-124	1	2
17	CCOC(=O)N1CCC(N(C(=O)Nc2ccc(Cl)c(Cl)c2)C(C)CC)CC1 (stereo not given)	1	1.8	23	-5	11
18	CCc1ccc(NC(=S)Nc2cccc3cnccc23)cc1	15*	0.3	-1	-5	7
19	COc1ccccc1C(=O)NCCN=C1NS(=O)(=O)c2ccccc21	-1	5.4	19	2	1
20	Cc1ccc(-c2nn(C)c(=O)c3ccccc23)cc1S(=O)(=O)NCCN1CCOCC1	-1	-2.8	4	13	7
21	C#Cc1ccc([C@H]2C=C(C(=O)N3CCN(Cc4ccccc4)CC3)O[C@@H](OCC)[C@@H]2CCCO)cc1	-4	0.5	10	10	15
22	CCOC(=O)CC1COCCN1Cc1cn[nH]c1-c1cc(OC)c(OC)c(OC)c1 (stereo not given)	3	2.0	2	8	-6
23	CCN(CC)S(=O)(=O)c1ccc2[nH]c(=O)cc(C(=O)Nc3ccccc3N3CCOCC3)c2c1	-3	0.1	-3	3	-3
24	CN(C(=O)CN1C(=O)S/C(=C\c2ccccc2Cl)C1=O)C1CCS(=O)(=O)C1 (stereo not given)	0	0.4	3	-8	17
25	CCC(CC)NC(=O)Nc1cccc(C)c1C	-5	-2.8	5	-5	-2
26	CCN(CC)S(=O)(=O)c1ccc2c(c1)c(=O)c(C(=O)N1CCN(c3ccccc3)CC1)cn2C	-2	0.4	-4	6	-8
27	Cc1cc2cc3c(cc2nc1SCC(=O)Nc1ccccc1)CCC3	2	-1.6	15	0	17
28	Cc1cc(=O)oc2cc(OC(C)C(=O)NC3CCCC3)ccc12 (stereo not given)	0	-0.9	19	6	9
29	CCOC(=O)N1CCc2c(sc3c2c(=O)n(-c2ccc(CC)cc2)c(=O)n3CC(=O)NCC2CCCO2)C1 (stereo not given)	0	1.4	34	-2	-7
30	Cc1ccc(C(=O)COc2ccccc2-c2ccccc2)cc1C	-4	0.1	-9	-2	5

entry	APJ antag	CCR6 antag	EBI2 antag	XBP1 UPR activ
16	23	19	8	-7
17	-1	-5	1	-2
18	-113	15	50*	-1
19	4	10	0	-3
20	13	12	-12	0
21	0	13	56*	-3
22	-5	-6	0	1
23	7	6	0	-2
24	-32	13	-10	-1
25	0	2	-8	-1
26	14	1	-3	0
27	-7	-4	1	-5
28	5	4	-11	2
29	6	11	9	-4
30	-1	28	3	-1

Carrying on.
entry	Molecule	APJ ag	CHOP UPR activ	Mdm2-MdmX inh	CXCR6 inh	tim23-1 inh
31	CCOc1cccc(-c2c(C(=O)N/N=C(\C)c3cccnc3)nnn2-c2nonc2N)c1	1	-0.7	49	-3	16
32	CC1(CCC(=O)N2CCCC(N3CCN(c4cccc(C(F)(F)F)c4)CC3)C2)CC1 (stereo not given)	-7	-0.3	25	6	31
33	Cc1cccc(Nc2nc(-c3ccccc3)c(C(=O)Nc3cccnc3)s2)c1	0	0.6	7	-1	-4
34	COc1ccc(C2=C(C)C(N3CCN(C(=O)c4ccco4)CC3)=NS2(=O)=O)cc1	-1	2.2	-7	-1	0
35	CN(C)c1nc(Nc2ccc(Cl)c(Cl)c2)nc(N(C)C)n1	-2	-0.7	-15	2	10
36	CCC(CC)C(=O)c1c[nH]c(C(=O)NCCCn2ccnc2)c1	1	-0.7	-34	-1	21
37	O=C(Nc1cccc2ncccc12)c1ccc(-c2ccc(Cl)cc2Cl)o1	-5	-0.6	18	1	20
38	CC(C)C(NC(=O)c1ccccc1NC(=O)c1ccccc1)C(=O)NCCCn1ccnc1 (stereo not given)	2	-1.0	-12	-1	4
39	COc1ccc(NC(=O)COC(=O)c2ccc(S(=O)(=O)N(C)c3ccccc3OC)cc2)cc1OC	2	-0.4	-13	0	22
40	COC(=O)c1ccc(NC(=O)C(=O)N2CCN(C(=S)Nc3ccc(OC)cc3)CC2)cc1	0	-1.6	19	6	4
41	CCn1c(SCC(=O)Nc2ccc(C)cc2)nc2nc3c(cc2c1=O)COC(C)(C)C3	0	2.5	-1	-1	8
42	COc1ccc(CNc2nc(-c3ccccc3)nc3ccccc23)cc1OC	-2	-0.3	25	9	23
43	C#CC[N+]1(CC#Cc2cccc3ccccc23)CCOCC1	-3	0.4	11	5	-5
44	CN(C(=O)CSc1ncnc2scc(-c3ccccc3)c12)C1CCS(=O)(=O)C1 (stereo not given)	-3	-1.1	0	-3	27
45	COC(=O)c1c(C(=O)NCc2ccccc2)ncn1CC(O)COc1ccccc1 (stereo not given)	-1	-0.5	17	-13	13

entry	APJ antag	CCR6 antag	EBI2 antag	XBP1 UPR activ
31	-4	16	1	-2
32	-7	28	8	-2
33	-22	13	37	3
34	7	-5	8	-4
35	-8	2	10	-2
36	-11	-3	-1	-1
37	2	-12	-5	0
38	1	10	8	2
39	9	0	18	-5
40	-5	12	8	-2
41	7	7	4	1
42	-1	1	17	1
43	1	9	3	-3
44	-2	12	-1	0
45	3	2	-7	-4

A draw from above in order of number of heavy atoms, low to high:
entry	Molecule	APJ ag	CHOP UPR activ	Mdm2-MdmX inh	CXCR6 inh	tim23-1 inh
35	CN(C)c1nc(Nc2ccc(Cl)c(Cl)c2)nc(N(C)C)n1	-2	-0.7	-15	2	10
36	CCC(CC)C(=O)c1c[nH]c(C(=O)NCCCn2ccnc2)c1	1	-0.7	-34	-1	21
37	O=C(Nc1cccc2ncccc12)c1ccc(-c2ccc(Cl)cc2Cl)o1	-5	-0.6	18	1	20
33	Cc1cccc(Nc2nc(-c3ccccc3)c(C(=O)Nc3cccnc3)s2)c1	0	0.6	7	-1	-4
34	COc1ccc(C2=C(C)C(N3CCN(C(=O)c4ccco4)CC3)=NS2(=O)=O)cc1	-1	2.2	-7	-1	0
32	CC1(CCC(=O)N2CCCC(N3CCN(c4cccc(C(F)(F)F)c4)CC3)C2)CC1 (stereo not given)	-7	-0.3	25	6	31
41	CCn1c(SCC(=O)Nc2ccc(C)cc2)nc2nc3c(cc2c1=O)COC(C)(C)C3	0	2.5	-1	-1	8
40	COC(=O)c1ccc(NC(=O)C(=O)N2CCN(C(=S)Nc3ccc(OC)cc3)CC2)cc1	0	-1.6	19	6	4
38	CC(C)C(NC(=O)c1ccccc1NC(=O)c1ccccc1)C(=O)NCCCn1ccnc1 (stereo not given)	2	-1.0	-12	-1	4
39	COc1ccc(NC(=O)COC(=O)c2ccc(S(=O)(=O)N(C)c3ccccc3OC)cc2)cc1OC	2	-0.4	-13	0	22

entry	APJ antag	CCR6 antag	EBI2 antag	XBP1 UPR activ
35	-8	2	10	-2
36	-11	-3	-1	-1
37	2	-12	-5	0
33	-22	13	37	3
34	7	-5	8	-4
32	-7	28	8	-2
41	7	7	4	1
40	-5	12	8	-2
38	1	10	8	2
39	9	0	18	-5

Remaining list, next part:
entry	Molecule	APJ ag	CHOP UPR activ	Mdm2-MdmX inh	CXCR6 inh	tim23-1 inh
46	CCCCC1CCC(C(=O)NCc2ccc3c(c2)OCO3)CC1 (stereo not given)	-3	-1.3	20	2	6
47	COc1ccc(C(c2nnnn2C2CCCC2)N2CCC(C)CC2)c(OC)c1 (stereo not given)	-5	2.2	13	4	36
48	CCCOc1ccc(OCCOCCN2CCc3ccccc3C2)cc1	0	0.7	14	-2	5
49	Cc1cc2nc(C3CCN(Cc4nnnn4Cc4ccccc4)CC3)[nH]c2cc1C	0	0.2	45	1	11
50	CC(=O)Nc1ccc(S(=O)(=O)Nc2ccc(Cl)nn2)cc1	0	-2.3	-23	11	0
51	COc1ccc(Cl)cc1NS(=O)(=O)c1c(C)[nH]c(=O)[nH]c1=O	1	-0.6	7	-11	-7
52	O=C(c1cnc2n(c1=O)CCS2)N(c1ccccc1)C1CCCCC1	0	0.3	5	-4	5

entry	APJ antag	CCR6 antag	EBI2 antag	XBP1 UPR activ
46	-4	5	4	-1
47	17	3	2	-5
48	5	9	-15	2
49	10	2	17	1
50	11	-1	-3	-2
51	-2	7	-1	-1
52	11	-1	0	-2
